KLK7 zymogen act – activators of human kallikrein-7 zymogen; P49862; AID 652039; activation, % at 7 µM; purified proKLK7, EDANS-DABCYL substrate fluorescence; 100% is mature enzyme control, 0% vehicle; 370,000 compounds, 0.9% hits;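 active = activation above the mean of all tested compounds plus 3 SD, computed per campaign excluding outliers beyond control limits, cut at about 13% in these data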
PLCg1 inh – blocks human PLC-gamma1 enzyme activity | P19174 | AID 720700 | purified PLC-gamma1, fluorogenic substrate, fluorescence | 370,000 compounds, 0.84% hits | inhibition, % at 12.2 µM; in the data active = inhibition above about 9.5%
sPLA2-III inh – Blocks human group III sPLA2 activity | inhibition, % at 12.2 µM | QFRET BODIPY PC-A2 liposome hydrolysis, fluorescence | Q9NZ20 | 370,000 compounds, 0.56% hits;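 active = inhibition above mean plus 3 SD of compounds lying within the high and low control bounds, cut at about 19% in these data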;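 also: 0% = median of test compound wells and 100% = no enzyme DMSO wells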
Tn6 DDE FP – inhibitors of Tn6 peptide binding to human fibrin DD(E); P02675; Fibrin DD(E) TRITC-Tn6 fluorescence polarization displacement; inhibition, % at 8.3 µM; 370,000 compounds, 0.21% hits;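 active = inhibition above a per-campaign cutoff: mean of compounds within control limits plus 3 SD, cut at about 15% in these data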;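 also: 0% = median of all compound wells on the plate and 100% = blocking peptide control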
DDE Tn7 FP inh – disrupts Tn7 cyclic peptide binding to fibrin D-Dimer-E complex; P02675; 370,000 compounds, 0.13% hits; inhibition, % at 8.3 µM; FP displacement of FITC-Tn7 peptide from fibrin DD(E); 0% = median of compound wells per plate;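 active = inhibition above the mean of compounds falling within the control limits plus 3 SD of them, cut at about 14% in these data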;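 also: 0% = plate median of compound wells and 100% = 10 µM Aha-Tn7 peptide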
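assay system = human clot-derived fibrin DD(E) complex | quantity = Fibrin-DD(E) at 2 µM final | timing = 10 min preincubation, 3 h with tracer, room temperature | signal = fluorescence polarization | measure = percent inhibition | benchmarks = high control wells with 10 µM unlabelled Aha-Tn7 peptide (full inhibition) | replicates = singlicate testing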
NR1D1 modulator – modulates human Rev-erb alpha binding to DNA; P20393; Rev-erbα–FITC-DNA binding, fluorescence polarization, 90 min; activity, % at 10 µM; 370,000 compounds, 0.79% hits;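 active = activity above about 14%, limit read from the data; passing the limit was not always enough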;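 also: 0% = DMSO wells with 35 nM protein and 100% = DMSO wells with 750 nM protein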
Target sequence (P20393 whole entry, looked up): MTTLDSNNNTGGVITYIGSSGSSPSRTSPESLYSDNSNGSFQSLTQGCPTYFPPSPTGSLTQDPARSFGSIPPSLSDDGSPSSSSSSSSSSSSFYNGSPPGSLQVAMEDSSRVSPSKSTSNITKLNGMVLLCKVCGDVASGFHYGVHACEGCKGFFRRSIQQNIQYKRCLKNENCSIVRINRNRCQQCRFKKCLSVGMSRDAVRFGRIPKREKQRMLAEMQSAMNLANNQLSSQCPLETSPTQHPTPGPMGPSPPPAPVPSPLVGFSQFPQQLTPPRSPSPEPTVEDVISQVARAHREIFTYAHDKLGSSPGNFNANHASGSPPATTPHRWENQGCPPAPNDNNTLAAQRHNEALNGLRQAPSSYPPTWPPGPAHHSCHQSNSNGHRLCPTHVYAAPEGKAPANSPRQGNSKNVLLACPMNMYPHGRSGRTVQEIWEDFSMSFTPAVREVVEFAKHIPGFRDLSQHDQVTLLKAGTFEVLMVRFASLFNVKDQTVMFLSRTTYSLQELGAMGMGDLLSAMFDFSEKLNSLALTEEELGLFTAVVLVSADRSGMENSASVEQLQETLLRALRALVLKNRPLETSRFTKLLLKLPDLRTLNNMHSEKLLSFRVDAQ
PLC-beta3 inh – inhibitors of human phospholipase C beta3; Q01970; Purified PLC-beta3, fluorogenic substrate, fluorescence; inhibition, % at 12.2 µM; 370,000 compounds, 0.18% hits; AID 720704; in the data active = inhibition above about 11%;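 also: 0% = median of compound wells on plate and 100% = full blocker control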
UHRF1 binding – UHRF1 methyl-DNA binding inhibition | Q96T88 | UHRF1 binding to methylated oligo, TR-FRET | inhibition, % at 4.4 µM | 370,000 compounds, 0.75% hits; in the data active = inhibition above about 21%;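 also: UHRF1 SRA domain binding a hemimethylated CpG hairpin DNA probe; 0% = median of test compound wells and 100% = reference inhibitor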
ARFGAP1 inh – rat ARFGAP1 inhibition; Q62848; Arfgap1-stimulated ARF1 GTP hydrolysis, GDP FP detection; inhibition, % at 16.5 µM; 360,000 compounds, 0.26% hits;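 active = inhibition above a per-plate limit, mean inhibition of low control wells plus 3 SD, cut at about 25% in these data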;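 also: 0% = DMSO wells with enzyme and 100% = wells lacking Arfgap1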
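Material: truncated rat Arfgap1 GAP domain; Incubation: compound-enzyme preincubation 20 min, reaction 120 min, detection 60 min, 25 °C; Read-out: percent inhibition of Arfgap1-stimulated GTP hydrolysis; Technique: FP, GDP Alexa 633 tracer displaced from anti-GDP antibody, 620/688 nm; Controls: No-Arfgap1 wells (100%) versus DMSO full-reaction wells (0%); Replication: single well per compound.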
ASAP1 inh – ASAP1 ArfGAP inhibition; 360,000 compounds, 0.19% hits; Q9ULH1; ASAP1-stimulated ARF1 GTP hydrolysis, GDP FP detection; inhibition, % at 16.5 µM; in the data active = inhibition above about 25%;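 also: 0% = vehicle with enzyme and substrate and 100% = no enzyme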
Target sequence (Q9ULH1 325-724 limits assumed): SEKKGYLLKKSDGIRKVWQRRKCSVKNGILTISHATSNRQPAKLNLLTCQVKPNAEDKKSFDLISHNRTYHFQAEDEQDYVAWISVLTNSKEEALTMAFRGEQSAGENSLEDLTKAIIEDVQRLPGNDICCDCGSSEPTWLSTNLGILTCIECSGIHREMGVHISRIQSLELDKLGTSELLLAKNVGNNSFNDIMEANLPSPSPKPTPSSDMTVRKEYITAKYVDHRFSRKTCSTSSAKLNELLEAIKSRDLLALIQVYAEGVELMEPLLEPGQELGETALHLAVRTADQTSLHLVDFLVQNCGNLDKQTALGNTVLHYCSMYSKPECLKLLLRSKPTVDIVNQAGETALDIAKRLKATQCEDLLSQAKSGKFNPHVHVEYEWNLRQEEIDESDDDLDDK
Numbers without * were called inactive; i = inactive; x = not tested or not shown.

NR1D1 modulator	DDE Tn7 FP inh	UHRF1 binding	sPLA2-III inh	PLC-beta3 inh	ARFGAP1 inh	ASAP1 inh	PLCg1 inh	Tn6 DDE FP	KLK7 zymogen act	SMILES
0	-2	4	4	4	1	10	9	-3	-1.2	Cc1[nH]c(=O)[nH]c(=O)c1NC(=O)c1cccs1
2	4	6	-1	-32	-2	0	-20	-4	0.3	O=C(Nc1sc2c(c1C(=O)NC1CCCCC1)CCC2)c1ccco1
4	5	-2	0	0	5	-2	-1	5	-0.5	CN(CC(=O)Nc1cccc2c1CCCC2)S(=O)(=O)c1ccc(Cl)cc1
8	-12	2	-2	2	-5	5	6	-2	-0.2	CCOc1ccc(CCNc2cc(C)nc3ncnn23)cc1OCC
-4	6	-1	0	6	-4	-3	1	10	0.7	CC(=O)C1C(c2cccc(Oc3ccccc3)c2)NC(=O)NC1(O)C(F)(F)F (configuration not stated)
1	0	-3	-41	4	3	-8	3	0	-0.4	O=C(Cn1nnc2ccccc21)c1ccccc1
2	10	6	7	-7	12	-6	1	-1	-0.8	CCOc1ccc(-n2c(C)nc3cc(C(=O)NCC4CCCO4)ccc32)cc1 (configuration not stated)
4	4	-3	5	-4	-1	-16	3	5	-0.2	C/C(=N\N=C(N)N)c1ccc(Cl)c(Cl)c1
-25	8	0	0	3	12	11	2	-7	-0.4	COc1ccc([N+](=O)[O-])cc1NC(=S)NC(NC(=O)Cc1ccc(OC)c(OC)c1)C(Cl)(Cl)Cl (configuration not stated)
2	-1	0	0	-3	15	10	2	-3	-0.6	Cc1cccc(C)c1NC(=O)C1CCCN1S(=O)(=O)c1ccccc1 (configuration not stated)
4	6	-2	-3	-10	-4	-1	-3	-1	-0.1	O=C(CCl)Nc1sccc1C(=O)c1ccccc1
-4	0	6	6	3	x	x	3	0	-0.2	COc1cccc(CNC(=O)C2CCN(c3nc(OC)nc(OC)n3)CC2)c1
-4	-4	0	7	0	10	-24	3	5	-0.5	Cc1cccc(NC(=O)CSc2nnc(C3CC3)n2CC2CCCO2)c1 (configuration not stated)
-5	4	0	2	2	-5	4	3	6	0.3	COc1ccc(CCN2CC(C(=O)OC(C)C(=O)Nc3ccc(NC(C)=O)cc3)CC2=O)cc1OC (configuration not stated)
4	-5	0	-5	-2	-2	1	-1	2	0.8	O=C(CCc1ccccc1)NCc1ccc(F)cc1
-9	2	-2	-3	-1	8	4	3	-3	0.1	CC(=O)Nc1ccc(NC(=O)Cn2nc([N+](=O)[O-])c(Br)c2C)cc1
2	2	-4	2	-2	2	-7	0	8	0.2	Cc1ccc(Nc2ccc(S(=O)(=O)N3CCOCC3)cc2[N+](=O)[O-])cc1C
0	-3	2	1	0	-12	-5	2	2	-0.1	Cc1ccnc(N2C(=O)c3ccccc3C2=O)c1
-8	3	-2	0	-12	-6	-14	-8	-6	0.3	CC(=O)N(CCc1ccccc1C)Cc1cc2cc3c(cc2[nH]c1=O)OCO3
3	-3	-1	-2	-3	-1	0	-13	3	0.0	O=C1C2C3C=CC(C3)C2C(=O)N1CCCCCCN1C(=O)C2C3C=CC(C3)C2C1=O (configuration not stated)
-3	9	0	0	1	-3	7	-3	4	-0.6	COc1ccc(N2CCN(C(=O)CSc3nnc(-c4cccnc4)n3-c3ccccc3)CC2)cc1
-4	2	-1	5	0	11	-5	2	-3	0.0	CCc1nnc(NC(=O)NCN2C(=O)C3C4C=CC(C4)C3C2=O)s1 (configuration not stated)
0	0	-2	-10	-4	-2	-11	2	-1	0.1	O=Cc1cn(CC(O)Cn2cc(C=O)c3ccccc32)c2ccccc12
-5	7	0	0	-11	0	-6	-2	1	0.0	O=C(OCC(=O)N1CCN(C(=O)c2ccco2)CC1)c1cccc(O)c1
2	0	2	2	-5	-1	-3	1	-3	0.2	CCOC(=O)c1c(NC(=O)CSc2ncccn2)sc(C(=O)NC)c1C
2	-5	0	4	-5	-9	17	2	-5	0.5	O=C(NCc1ccncc1)c1ccc(NS(=O)(=O)c2ccc(F)cc2)cc1
1	1	2	-7	-4	-2	-11	1	-2	0.6	Cc1ccc(-c2noc(CSc3nnc(Cc4cccs4)n3-c3ccccc3)n2)cc1
2	-4	1	-2	3	2	4	1	5	-0.3	O=C(C1CCCN(S(=O)(=O)c2ccc(Br)s2)C1)N1CCCCCC1 (configuration not stated)
-1	3	0	1	-1	0	-13	-1	6	-0.1	O=C(NCCN1CCCC1)C1CC(=O)N(C2CCCCC2)C1 (configuration not stated)
-4	5	-2	-4	-60	10	-8	-40	1	5.4	CCCCN(CCCC)C(=O)c1cn(CC)c2cc(N3CCN(C)CC3)c(F)cc2c1=O
6	-6	-3	3	0	5	-2	-2	-9	0.4	COC(=O)c1ccc(C(c2c(N)n(CC(C)C)c(=O)[nH]c2=O)N2CCN(c3ccccc3)CC2)cc1 (configuration not stated)
-2	4	-2	-7	-5	-15	-2	2	-4	-0.5	O=C(CN1CCN(S(=O)(=O)c2ccccc2)CC1)NCc1ccccc1
-4	6	1	-2	-6	-4	-10	1	-3	-0.2	O=C(c1ccc(Cl)cc1)C1CCN(CC(=O)N2CCCCC2)CC1
4	4	4	3	-8	-9	18	2	8	0.0	O=S(=O)(Nc1cccc(-c2ccc3nncn3n2)c1)c1cc(F)ccc1F
-8	9	-1	-1	-3	10	-11	-4	3	1.1	COc1ccccc1CCn1cnc(Cc2cccc(F)c2)c1C(C)C
4	-4	4	3	3	-7	-1	1	5	0.0	CN1CCN(c2nc3c(c(=O)[nH]c(=O)n3C)n2Cc2ccc(Cl)cc2)CC1
1	-4	0	-45	-3	1	-3	1	-7	-0.1	CC(C)N(CCNC(=O)c1ccc(CS(=O)(=O)c2c(Cl)cccc2Cl)o1)Cc1ccccc1
-2	1	-3	1	-2	-2	2	1	1	0.1	COc1ccccc1NCCC(=O)O
3	0	6	3	-7	0	-14	-2	-1	-0.1	Cc1nn(-c2ccccc2)c(C)c1NC(=O)COC(=O)c1cccc(OC(F)F)c1
2	-4	2	0	-9	6	-2	-2	-5	-1.4	O=C(COC(=O)c1cc(S(=O)(=O)N2CCCC2)ccc1O)NCCc1ccccc1
1	4	0	4	-2	-8	-3	1	3	0.2	Cc1ccc(C)c(S(=O)(=O)N2CCN(C(=O)c3n[nH]c(=O)c4ccccc34)CC2)c1
1	-2	-2	0	0	-8	6	1	-3	-0.4	Cc1ccc(-c2nn3c(C)nnc3s2)cc1NC(=O)c1cccs1
-1	0	0	15	-2	-3	13	4	-1	-0.9	OC[C@@H]1CN(CCN2CCOCC2)C[C@H](n2cnc3c(NC4CC4)ncnc32)O1
-4	1	6	14	-9	-4	3	-2	1	0.2	CCCn1nnnc1NCc1cccc(OC)c1
1	10	-1	-6	-2	-4	-7	-3	-1	-0.3	CC(OC(=O)Cc1coc2cc3c(cc12)CCC3)C(=O)NC(N)=O (configuration not stated)
-2	4	0	-14	-10	2	-4	-10	-1	-0.7	CCOC(=O)C(=O)C1=C(N2CCOCC2)/C(=C\c2ccc(F)cc2)CC1
-1	-4	-5	-5	0	-1	-3	2	-9	0.1	CCC12CC3CC(C1)CC(C(=O)Nc1nn[nH]n1)(C3)C2
6	-3	1	3	-4	1	9	-1	-5	-0.1	COc1ccc(-c2c(-c3cc(OC)cc(OC)c3)n(C)c3ccc(-c4ccc(OC)c(F)c4)cc23)cc1
-4	2	4	-3	-3	-2	7	-2	-3	-0.4	Cc1cc(N)n(-c2ccc(S(=O)(=O)N3CCOCC3)cc2[N+](=O)[O-])n1
-3	11	0	15	-10	-6	-4	4	0	-0.2	CN(CC(=O)NCC(=O)Nc1ccc(F)cc1)C1CCS(=O)(=O)C1 (configuration not stated)

Record cards, as listed above. Order of screens: NR1D1 modulator, DDE Tn7 FP inh, UHRF1 binding, sPLA2-III inh, PLC-beta3 inh, ARFGAP1 inh, ASAP1 inh, PLCg1 inh, Tn6 DDE FP, KLK7 zymogen act
`O=C(Cn1nnc2ccccc21)c1ccccc1` across the screens: 1, 0, -3, -41, 4, 3, -8, 3, 0, -0.4
`COC(=O)c1ccc(C(c2c(N)n(CC(C)C)c(=O)[nH]c2=O)N2CCN(c3ccccc3)CC2)cc1` (configuration not stated) across the screens: 6, -6, -3, 3, 0, 5, -2, -2, -9, 0.4
`O=C(OCC(=O)N1CCN(C(=O)c2ccco2)CC1)c1cccc(O)c1` across the screens: -5, 7, 0, 0, -11, 0, -6, -2, 1, 0.0
`CC(C)N(CCNC(=O)c1ccc(CS(=O)(=O)c2c(Cl)cccc2Cl)o1)Cc1ccccc1` across the screens: 1, -4, 0, -45, -3, 1, -3, 1, -7, -0.1

Going on with the list.
NR1D1 modulator	DDE Tn7 FP inh	UHRF1 binding	sPLA2-III inh	PLC-beta3 inh	ARFGAP1 inh	ASAP1 inh	PLCg1 inh	Tn6 DDE FP	KLK7 zymogen act	SMILES
3	2	-3	-14	-4	-4	10	5	4	0.1	Cc1ccc(C(C)C)c(OCCn2ccnc2C)c1
0	-5	0	0	1	7	-4	1	0	0.0	O=C(Nc1ccccn1)c1ccc(C(=O)c2ccccc2)cc1
2	4	-1	-32	i	10	13	-455	-5	-2.2	CCn1c2ccccc2c2cc(/C=N/NC(=O)c3cc(O)cc(O)c3)ccc21
-4	-6	2	-8	-71	-2	1	0	3	0.4	O=C(Nc1ccccc1Cl)C1CCN(Cc2cnn(-c3ccccc3)c2-n2cccc2)CC1
-1	-9	0	1	1	7	-2	-2	-10	0.0	CC(C)Nc1nc(NC(C)C)nc(C(=O)OCCO)n1
1	2	-4	-18	3	-5	-9	9	2	0.4	Clc1ccc(Nc2ncn[nH]2)c(Cl)c1
1	-5	0	0	-17	3	0	-13	0	0.7	COC(=O)CSc1nnc(NC(=O)/C=C\c2ccc3c(c2)OCO3)s1
1	5	-2	-13	-7	-8	-3	-1	-4	0.3	CN(C)/C=C1\Cc2ccccc2C1=O
-7	-1	-6	2	-10	-2	9	-1	1	0.5	O=C(C1=C(O)C(=O)N(CC2CCCO2)C1c1ccccc1Cl)c1ccco1 (configuration not stated)
1	6	-1	-1	-6	-7	-6	-2	3	-0.1	CC(=O)Nc1ccc(S(=O)(=O)NCCC(=O)NC(C)c2cccs2)cc1 (configuration not stated)
2	0	20	-3	-1	13	-7	1	4	0.2	CC1(C)SC(=S)N(c2ccccc2)C1/[N+]([O-])=C/c1cccc([N+](=O)[O-])c1 (configuration not stated)
-5	-6	-1	2	-9	6	9	-6	-3	0.2	N#CCn1c(CCl)nc2ccccc2c1=O
-1	10	-5	-2	-6	7	6	0	-5	0.1	COc1cc(S(=O)(=O)NC2CCCC2)ccc1-n1cnnn1
2	3	-3	-14	-2	2	-11	-3	-1	0.2	Cc1ccccc1-c1nsc(SCC(=O)NCc2ccc3c(c2)OCO3)n1
-1	4	0	-6	-5	0	-5	1	4	-0.3	COc1ccc(C(=O)OCC(=O)NC2CC2)cc1S(=O)(=O)Nc1ccc(C)cc1
8	2	1	14	-9	18	3	-2	-3	0.7	CC(=NCCN1CCOCC1)C1=C(O)c2ccccc2C1=O

Outcome played no part in choosing rows; any-hit rate near 4.5%.
